# ADAM10 inh: human ADAM10 inhibitors, primary screen, biochemical, QFRET, HTS | Disintegrin and metalloproteinase domain-containing protein 10 (Homo sapiens), O14672 | recombinant ADAM10, EDANS/DABCYL FRET peptide cleavage, 3 h | inhibition, % at 7 µM | 370,000 tested, 0.62% active | AID 720582, 2013;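 active = inhibition above a per-campaign cutoff equal to the mean of compounds falling between control-based bounds plus 3 SD, cut at about 20% in these data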;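 note: 0% = DMSO wells while the 100% control is not disclosed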
# ssDAF-12 act: S. stercoralis DAF-12 nuclear receptor activators, primary screen, cell-based, luminescence, HEK293, GRIP1 co-expression, lit1-tk-luc | activation, % at 6.8 µM | Nuclear hormone receptor DAF-12 (Strongyloides stercoralis) | HEK293 ssDAF-12/GRIP1 lit1-tk-luc reporter; % of 3 µM dafachronic acid response | 370,000 tested, 1% active;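 active = activation above the mean over all tested compounds plus 3 SD, cut at about 0.9% in these data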;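 note: 0% = DMSO-only wells and 100% = 3 µM delta7-dafachronic acid wells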
# SMARCA2 act: SMARCA2 (BRM) function activators, primary screen, cell-based, luminescence, high throughput | MG213 cells, MMTV-luciferase reporter, dexamethasone, overnight | activation, % at 9.1 µM | 370,000 tested, 1% active | AID 652017, 2013; in the data active = activation above about 7.8%;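 note: 0% = vehicle wells and 100% = reference activator wells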
# GC-A act: GC-A stimulated cGMP production enhancers – HEK293 GC-A cells, cGMP TR-FRET, EC30 ANP, primary screen; activation, % at 10 µM; Atrial natriuretic peptide receptor 1 (Homo sapiens), P16066; 370,000 tested, 0.14% active; AID 1671463, 2021; 0% at EC30 ANP, 100% saturating ANP; in the data active = activation above about 40%
# Target sequence (P16066 whole entry, looked up): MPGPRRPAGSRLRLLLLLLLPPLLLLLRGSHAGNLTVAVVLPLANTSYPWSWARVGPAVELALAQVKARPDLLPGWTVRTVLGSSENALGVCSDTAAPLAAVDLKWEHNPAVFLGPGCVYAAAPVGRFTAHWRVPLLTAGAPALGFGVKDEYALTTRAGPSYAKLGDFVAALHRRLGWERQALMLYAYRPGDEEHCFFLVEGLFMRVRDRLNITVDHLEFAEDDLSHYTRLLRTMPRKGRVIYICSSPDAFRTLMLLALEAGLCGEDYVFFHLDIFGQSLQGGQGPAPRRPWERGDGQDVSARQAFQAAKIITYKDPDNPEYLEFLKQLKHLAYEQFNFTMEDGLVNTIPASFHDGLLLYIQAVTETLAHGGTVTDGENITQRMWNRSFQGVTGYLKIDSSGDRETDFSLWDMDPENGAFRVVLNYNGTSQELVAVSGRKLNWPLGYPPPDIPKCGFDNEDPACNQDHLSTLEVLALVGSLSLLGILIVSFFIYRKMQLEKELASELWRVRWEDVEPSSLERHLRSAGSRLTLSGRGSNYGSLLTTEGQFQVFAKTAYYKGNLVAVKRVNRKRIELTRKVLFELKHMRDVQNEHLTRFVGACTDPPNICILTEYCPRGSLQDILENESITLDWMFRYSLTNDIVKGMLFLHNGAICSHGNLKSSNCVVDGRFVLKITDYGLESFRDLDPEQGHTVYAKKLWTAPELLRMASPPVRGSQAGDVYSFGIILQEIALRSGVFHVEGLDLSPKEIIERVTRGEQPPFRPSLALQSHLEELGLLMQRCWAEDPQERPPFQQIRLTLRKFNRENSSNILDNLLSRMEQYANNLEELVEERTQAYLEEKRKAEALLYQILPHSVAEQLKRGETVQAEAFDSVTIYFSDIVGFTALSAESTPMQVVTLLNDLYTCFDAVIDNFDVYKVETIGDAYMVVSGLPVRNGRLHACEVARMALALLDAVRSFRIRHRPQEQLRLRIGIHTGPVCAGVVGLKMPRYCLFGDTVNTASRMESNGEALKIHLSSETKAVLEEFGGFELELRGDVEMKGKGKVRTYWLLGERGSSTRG
# hcDAF12 agonist: H. contortus DAF-12 nuclear receptor activators, primary screen, cell-based, luminescence, HEK293, lit1-tk-luc reporter. HEK293 hcDAF-12 lit1-tk-luc reporter; 0% DMSO, 100% Δ7-dafachronic acid. activation, % at 6.8 µM. 370,000 tested, 1.4% active;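 active = activation above the mean of all tested compounds plus 3 SD, cut at about 5.5% in these data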;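 note: 100% = response to 3 µM Δ7-dafachronic acid high control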
# PG9 Ab binder: binders of HIV-1 gp120 antibody PG9, primary screen, biochemical, TR-FRET | HIV-1 gp120 / PG9 antibody interaction | TR-FRET gp120-PG9 antibody binding | inhibition, % at 6.7 µM | 360,000 tested, 0.43% active; in the data active = inhibition above about 8.5%
# ADAM17 inh: ADAM17 inhibitors, primary screen, biochemical, QFRET; recombinant ADAM17, EDANS/DABCYL FRET peptide cleavage; inhibition, % at 6.95 µM; AID 720648, 2013; 370,000 tested, 0.83% active; Disintegrin and metalloproteinase domain-containing protein 17 (Homo sapiens), P78536;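 active = inhibition above the mean of compounds lying between control limits plus 3 SD, set per campaign, cut at about 8.5% in these data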;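 note: 0% = DMSO-only wells as the low control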
# FXN GAA850 act: FXN promoter activators, primary screen, cell-based, luciferase luminescence, HEK293 lucGAA850. HEK293 lucGAA850 FXN promoter luciferase reporter, 24 h; percent of 10 µM SAHA response. activation, % at 6 µM. 360,000 tested, 0.56% active. AID 540364, 2011;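 active = activation above the average of all compounds screened plus 3 SD, cutoff fixed separately per campaign, cut at about 7.5% in these data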;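 note: 0% = DMSO wells and 100% = 10 µM SAHA wells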
# hgDAF-12 ag: H. glycines DAF-12 receptor agonists, primary screen, cell-based, luminescence, HEK293, GAL4 fusion, UAS-luciferase | Nuclear hormone receptor DAF-12 (Heterodera glycines), GAL4 fusion | HEK293 GAL4-hgDAF12 UAS-luciferase reporter, agonist luminescence; normalized to butyrate control | activation, % at 6.8 µM | 370,000 tested, 1.8% active | AID 687014, 2013;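 active = activation above a cutoff set at the mean of all screened compounds plus 3 SD, cut at about 10% in these data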;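 note: 0% = DMSO wells and 100% = sodium butyrate wells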
# DAX1 inh-1: DAX1 (NR0B1) inhibitors on StAR promoter, primary screen, cell-based, luminescence, SF-1 (NR5A1), full-length DAX-1. AID 652010, 2013. inhibition, % at 6.8 µM. 370,000 tested, 1.1% active. HEK293T StAR-luciferase reporter, SF-1/DAX-1 repression relief;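 active = inhibition above the mean over all tested compounds plus 3 SD, cut at about 3.6% in these data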;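 note: 0% = DAX-1 cells with DMSO and 100% = cells lacking DAX-1 with DMSO; higher inhibition means more luminescence from relief of DAX-1 repression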
# DAX1 inh-2: DAX1 (NR0B1) inhibitors, primary screen, cell-based, HEK293, Gal4-DAX1, luciferase luminescence; inhibition, % at 6.75 µM; 340,000 tested, 0.99% active; AID 504766, 2011; Nuclear receptor subfamily 0 group B member 1 (Homo sapiens), P51843; HEK293 Gal4-DAX1 luciferase reporter;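 active = inhibition above the mean over all tested compounds plus 3 SD, cut at about 4.2% in these data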;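 note: 0% = DAX1-transfected cells with DMSO and 100% = empty-vector control cells with DMSO; inhibition shows as a rise in luminescence from relieved DAX1 repression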
# The depositor's hits bear a star; · = no result given.
SMILES,ADAM10 inh,ssDAF-12 act,SMARCA2 act,GC-A act,hcDAF12 agonist,PG9 Ab binder,ADAM17 inh,FXN GAA850 act,hgDAF-12 ag,DAX1 inh-1,DAX1 inh-2
C/C(CCc1ccc2c(c1)OCO2)=N\N=C(/N)SC1CC(=O)N(c2ccccc2F)C1=O (stereo not drawn),4,-1.2,1,2,-0.9,-3.1,-1,-1.4,-2.1,-0.4,-0.3
CCOC(=O)[C@@]12CCCC3=C1N(CCC3)C(=O)[C@H]2CC(=O)N1CCN(C(=O)C2CC2)CC1,-2,-0.5,-2,0,-2.9,·,-3,·,0.6,0.2,·
CC1Sc2ccc(S(=O)(=O)NCc3ccccc3)cc2NC1=O (stereo not drawn),7,-1.4,4,-3,-1.0,-0.1,-2,0.5,-0.2,-0.1,0.4
O=c1[nH]c(/C=C2\C=Nc3ccccc32)c(O)n1Cc1ccccc1F,11,-1.5,0,4,1.5,-3.7,3,-1.4,1.9,-0.7,-1.6
O=C(Nc1ccc(S(=O)(=O)N2CCOCC2)cc1)c1cc(S(=O)(=O)N2CCOCC2)ccc1Cl,4,-1.9,1,-1,1.0,-0.5,0,-2.5,-2.8,-2.8,0.6
CN1C(=O)c2cc(NC(=O)C3CCOCC3)ccc2OC[C@@H]2O[C@@H](CC(=O)NCc3ccccc3F)CC[C@@H]21,1,-1.0,3,-2,0.5,·,-2,·,1.0,0.9,·
Cc1nc(C(=O)O)cc([N+](=O)[O-])c1C,5,-0.8,-3,1,-1.1,0.3,2,-0.4,-0.8,0.8,2.7
N=c1n(CC(=O)c2ccc(Br)s2)c2ccccc2n1Cc1ccccc1,2,-1.1,8.2*,-16,-0.8,-2.6,-2,-2.4,-2.2,-0.5,-0.8
OC[C@@H]1CN(Cc2ccc(-c3ccccc3)cc2)C[C@H](n2cnc3c(NCc4ccncc4)ncnc32)O1,0,-2.3,-7,-4,-4.9,4.1,0,-5.3,-4.7,-3.7,·
O=C(COc1ccccc1O)NCCN1CCOCC1,-9,-1.0,-5,-1,0.1,-0.5,-4,0.2,2.8,0.1,-1.3
COc1cc(/C=N/NC(=O)c2ccccc2O)ccc1OC(=O)CC1SC(=O)NC1=O (stereo not drawn),-1,-1.5,-3,-1,-0.3,-0.2,-6,2.1,1.4,0.7,2.6
COc1ccccc1NC(=O)NCCc1c[nH]c2ccccc12,2,-1.1,3,1,0.2,-1.2,-2,-1.0,3.9,-0.2,0.8
COC(=O)CN(c1ccc2c(c1)OCCO2)S(=O)(=O)c1ccccc1,0,-1.0,2,-1,-1.5,-3.7,-2,-1.2,-0.7,-1.1,1.2
O=C(NCCCn1ccnc1)c1ccc(S(=O)(=O)N2CCCCCC2)cc1,-1,-2.1,-1,-1,-1.4,1.0,-2,0.1,-2.7,-0.6,1.5
Cc1ccc(CNC(=O)c2ccc(N3CCC4(CC3)CC(c3ccccc3)=NO4)c([N+](=O)[O-])c2)cc1,6,-1.2,-2,4,-1.6,0.0,-1,-1.2,0.8,-1.7,-0.9
COc1cc(/C=N/NC(N)=S)ccc1OCC(=O)Nc1ccc(C)c(C)c1,-33,-1.4,-3,-4,-2.1,0.6,-12,-5.1,-2.1,-1.4,0.1
CC1=C(C(=O)N2CCCCCC2)CC(CC(=O)NCCN2CCOCC2)C(=O)N1Cc1ccccc1 (stereo not drawn),-3,-1.0,-2,-4,-1.8,-0.8,-3,·,1.7,0.2,·
S=c1[nH]nc(-c2ccccc2)n1Cc1ccccc1,-2,-0.7,-4,0,-0.8,0.9,-2,-0.7,0.7,-0.2,0.1
CC1(C(=O)Nc2ccc3c(c2)OCO3)CCN1C(=O)CC1CC1 (stereo not drawn),-9,-0.9,-6,-2,1.3,-0.5,-2,0.7,1.9,0.1,·
O=C(CC1(O)C(=O)N(C/C=C/c2ccccc2)c2ccccc21)c1ccccn1 (stereo not drawn),-4,-1.7,-2,-5,-2.0,-0.5,-4,1.6,1.1,-0.8,0.1
CC(C)CNC(=O)COC(=O)/C=C/c1ccccc1[N+](=O)[O-],2,0.8,-2,5,3.3,-1.5,-3,0.3,1.1,0.6,0.7
Cc1cccc(N2CCN(CC(=O)Nc3nccs3)CC2)c1C,-1,-1.1,2,-1,-0.7,0.9,-2,0.7,-2.1,0.1,-0.8
Cc1ccc(S(=O)(=O)N(CC#N)CC#N)cc1,-7,-0.9,-3,-1,-1.6,-0.7,-6,2.7,1.7,0.1,2.8
Cc1cc(NC(=O)CCC(=O)N(CC(=O)NCC2CCCO2)c2ccc(C)c(C)c2)no1 (stereo not drawn),4,-1.1,-1,2,-0.6,-0.1,-2,-1.4,-0.1,-0.3,3.5
CCOC(=O)C1=C(CNCc2ccc(F)cc2)NC(=O)NC1c1cccc([N+](=O)[O-])c1 (stereo not drawn),9,-1.4,-3,-9,-1.4,-1.2,2,-0.2,0.9,-0.2,-1.0
O=C(Nc1cccc(S(=O)(=O)N2CCOCC2)c1)c1ccc(Cl)c([N+](=O)[O-])c1,1,-1.2,0,4,0.2,0.9,6,-1.2,-4.3,0.2,1.0
O=C1CCN(Cc2ccccc2)CCN1[C@H](CSc1ccccc1)c1ccccc1,-8,-0.4,4,3,0.7,0.2,1,0.0,5.9,0.8,0.5
COC(=O)c1cccnc1NC(=S)NNC(=O)c1ccccc1,4,-0.8,-2,-3,1.5,-3.1,2,2.2,3.7,0.7,1.6
C[C@@H](C(=O)NCCc1ccccc1F)N1C(=O)N2CCc3c([nH]c4ccccc34)[C@@]2(C)C1=O,1,-1.2,-2,-7,-0.2,-0.1,2,-1.0,-0.4,-0.7,-1.5
CCC(C)Nc1nc(Cl)nc(N(C#N)CN2C(=O)c3ccccc3S2(=O)=O)n1 (stereo not drawn),3,-1.2,6,16,-1.2,-1.6,0,1.9,1.7,-0.1,1.2
Cc1ccccc1NC(=O)/C(C#N)=C/c1ccc[nH]1,11,0.6,9.5*,0,11*,-1.6,5,5.3,4.8,2.2,0.0
CC(=O)N1CCc2cc(Br)cc(S(=O)(=O)CCC(=O)Nc3c(C)n(C)n(-c4ccccc4)c3=O)c21,-6,-1.3,-4,0,1.1,-0.6,-1,-0.5,-1.2,-1.0,0.0
O=C(Nc1ccc2nc(-c3ccc(Br)o3)[nH]c2c1)c1ccco1,0,0.7,7,13,0.0,1.4,-1,4.0,2.3,-0.2,-0.2
COc1cccc(NC(=O)N2CCC(C(=O)Nc3ccc(C)cc3C)CC2)c1,-3,-1.9,-3,2,-0.6,-0.6,0,-4.9,0.6,-0.7,-1.3
CC(=O)Nc1cccc(C(=O)N/N=C/c2cccc(C)n2)c1,0,-1.1,11*,2,0.7,-1.8,0,3.5,1.9,0.3,-0.4
O=C(C1CCCO1)N1CCN(C2=Nc3ccccc3Sc3ccccc32)CC1 (stereo not drawn),1,-0.8,-1,-4,0.1,·,-1,·,-1.5,0.0,·
CCC(OC(=O)c1ccco1)C(=O)NCc1ccc2c(c1)OCO2 (stereo not drawn),2,-1.1,0,-2,-1.8,-0.9,0,-1.0,-0.8,0.1,-0.7
COc1ccc(-c2noc(N3CCCC(C(=O)Nc4ccc(F)cc4F)C3)n2)cc1 (stereo not drawn),-4,-1.3,0,5,-1.4,1.5,-3,0.8,6.8,-0.3,0.3
COc1ccc(C(=O)N2C(=S)NC(=O)/C2=C\c2ccc(C)cc2)cc1,7,-0.7,13*,-2,2.2,-3.2,1,4.4,12*,1.6,0.9
O=C(/C=C/Nc1ccc(Br)cn1)c1cccc(OC(F)F)c1,-27,-0.9,3,3,2.2,2.3,-4,1.6,6.7,3.6,2.1
COc1cc(OC)cc(C(=O)Nn2cc(C(=O)Nc3c(F)cccc3F)c3ccccc3c2=O)c1,-3,-1.1,-2,-4,0.8,-2.5,-4,-1.1,-3.4,-0.7,0.0
CCOC(=O)C1=CCN(S(=O)(=O)c2ccc(F)cc2)C1c1cccc(F)c1 (stereo not drawn),1,-0.7,-3,-2,-0.5,-1.3,-1,·,-2.0,-0.6,·
COc1cccc(N2CCN(C(=O)c3nc4nc(C)cc(C)n4n3)CC2)c1,3,-1.3,-2,-1,-1.6,1.2,-3,1.5,-1.7,0.7,0.1
C[C@@H]1CN([C@H](C)CO)C(=O)CCCn2cc(nn2)CO[C@H]1CN(C)C(=O)Nc1ccccc1F,-16,-0.8,-5,4,0.4,-3.4,-4,-0.5,1.3,-0.3,1.6
CCN(C(=O)CSc1cc(C)c2cccc(C)c2n1)C1CCS(=O)(=O)C1 (stereo not drawn),-5,-1.3,-4,-6,-1.3,2.2,-5,-1.4,-1.9,0.3,1.2
COc1ccc(CN2CCN(S(=O)(=O)c3ccccc3)CC2)c(OC)c1OC,2,-1.2,-2,0,0.3,0.5,-4,1.4,-0.4,-0.4,-0.4
COCCn1c(=O)[nH]c2cc(C(=O)N3CCN(c4cc(C)ccc4C)CC3)ccc2c1=O,-5,-0.4,-2,-5,-1.5,1.6,1,-1.2,-2.5,-0.4,-1.2
O=C(Nc1cccc2ccccc12)NC1CCCc2ccccc21 (stereo not drawn),-6,0.0,-3,1,3.4,2.3,-6,-1.0,0.0,0.6,2.3
O=S(=O)(Nc1ccc(Br)cc1)c1cccc(NS(=O)(=O)c2cccs2)c1,5,-1.6,-1,-3,-0.1,-0.6,4,0.6,0.3,1.3,0.1
O=C(Nc1ccc(N2CCN(C(=O)c3ccccc3)CC2)cc1)c1ccc2c(c1)OCCO2,-4,-1.2,-2,0,-4.5,-3.8,-3,-0.8,-3.3,-7.6,-2.2
CCc1ccc(C(=O)C(C)OC(=O)c2cccc(S(=O)(=O)N3CCOCC3)c2)cc1 (stereo not drawn),4,-1.1,1,1,-3.1,0.4,3,1.2,-1.2,-0.4,-2.0

# Three of the entries above in order of the SMARCA2 act value, highest first.
mol	ADAM10 inh	ssDAF-12 act	SMARCA2 act	GC-A act	hcDAF12 agonist	PG9 Ab binder	ADAM17 inh	FXN GAA850 act	DAX1 inh-1	DAX1 inh-2
CCc1ccc(C(=O)C(C)OC(=O)c2cccc(S(=O)(=O)N3CCOCC3)c2)cc1 (stereo not drawn)	4	-1.1	1	1	-3.1	0.4	3	1.2	-0.4	-2.0
COCCn1c(=O)[nH]c2cc(C(=O)N3CCN(c4cc(C)ccc4C)CC3)ccc2c1=O	-5	-0.4	-2	-5	-1.5	1.6	1	-1.2	-0.4	-1.2
O=C(Nc1cccc2ccccc12)NC1CCCc2ccccc21 (stereo not drawn)	-6	0.0	-3	1	3.4	2.3	-6	-1.0	0.6	2.3

# Compound activity deposited in PubChem BioAssay by several laboratories.
